IEC-6 cytotox: IEC-6 cytotoxicity, counter-screen for KLF5 inhibitors; inhibition, % at 5 µM; luminescence viability; 0.78% of 290,000 active; AID 1825; in the data active = inhibition above about 22%;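 also: 0% = plate median of test compound wells and 100% = cytotoxic reference compound wells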
aSyn UTR inh: 5' untranslated region of α-synuclein, MLPCN primary screen; alpha-synuclein 5'UTR reporter, inhibitor activity; AID 1813; 0.82% of 300,000 active; inhibition, % (tested at 7.5 µM); in the data active = inhibition above about 60%; inconclusive = no clear call, values can overlap the other calls;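 also: H4 neuroglioblastoma cells stably carrying SNCA 5'UTR luciferase fusion; 0% = DMSO wells and 100% = positive control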
HSP90 inh: HSP90 refolding inhibition in rabbit reticulocyte lysate | luciferase refolding luminescence, 3 h | 0.91% of 290,000 active | AID 1789 | inhibition, % at 5.6 µM;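 active = inhibition above the screen-wide mean plus 3 SD, computed separately per campaign, cut at about 16% in these data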;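 also: 0% = DMSO wells and 100% = 60 µM geldanamycin wells; inhibitors lower the luminescence because luciferase stays unfolded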
HSF1 activator: increases HSF-1 driven luciferase reporter signal; NIH3T3-HGL HSF-1 luciferase reporter, MG132, 8 h; 100% = twice DMSO control signal; activation, % at 9 µM; 1.7% of 300,000 active; AID 504408;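 active = mean replicate activation of at least 50% with a set share of replicates each reaching 50%; inconclusive = only one of those two conditions met; inactive = mean below 50% and too few replicates reaching it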;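 also: 0% = median of the neutral control wells and 100% = twice that signal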
AI-2 QS mod: modulators of Vibrio harveyi AI-2 quorum sensing system. Vibrio harveyi JMH597 AI-2 luminescence/OD600 ratio, 9 h; stronger effect = lower value; strain lacks LuxN and CqsS sensors; 0 = neutral-control median. 0.4% of 300,000 active. activity change, % at 7.5 µM. AID 2094; in the data active = activity change below about -75%, passing the limit was not always enough; inconclusive = no clear call, values can overlap the other calls;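 also: luminescence divided by OD600 gain over 9 h not by final OD600 alone; inactives centre near 13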
GSK3 alpha inh: human GSK-3 alpha kinase inhibition; P49840; ADP-Glo luminescence, 60 min; inhibition, % at 10 µM; 0.1% of 320,000 active;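 in the data active = inhibition above about 50%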;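 also: GST-tagged GSK-3 alpha with peptide substrate and 25 µM ATP; 0% = DMSO neutral wells and 100% = GW8510 positive control wells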
Target sequence (P49840 whole entry, looked up): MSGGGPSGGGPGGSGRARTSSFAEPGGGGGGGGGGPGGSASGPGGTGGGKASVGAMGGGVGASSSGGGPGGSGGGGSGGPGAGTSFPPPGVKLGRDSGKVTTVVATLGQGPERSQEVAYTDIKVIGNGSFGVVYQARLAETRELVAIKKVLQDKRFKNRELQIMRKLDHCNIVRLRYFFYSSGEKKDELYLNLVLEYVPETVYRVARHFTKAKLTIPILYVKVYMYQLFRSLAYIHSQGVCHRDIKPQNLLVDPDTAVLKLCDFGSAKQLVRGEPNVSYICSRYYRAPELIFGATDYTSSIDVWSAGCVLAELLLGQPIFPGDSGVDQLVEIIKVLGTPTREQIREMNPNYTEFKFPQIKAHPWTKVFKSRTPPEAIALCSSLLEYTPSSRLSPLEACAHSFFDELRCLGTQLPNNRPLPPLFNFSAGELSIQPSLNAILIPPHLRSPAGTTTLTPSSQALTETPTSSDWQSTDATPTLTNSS
KLF5 inh: suppresses KLF5 promoter-driven expression. DLD-1 KLF5 promoter-luciferase reporter, luminescence. inhibition, % at 5 µM. 0.23% of 290,000 active;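 active = inhibition above a per-plate limit of that plate's mean compound inhibition plus 3 SD, cut at about 60% in these data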;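 also: 0% = DMSO wells and 100% = LY294002 at 200 µM; higher means less KLF5 promoter-driven luciferase light; inactives centre near -14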
GSK3B inh: human GSK3beta kinase inhibition. GST-GSK3beta kinase, ADP-Glo luminescence, 60 min; stronger effect = lower value. activity score (negative = inhibition), % at 10 µM. 0.038% of 300,000 active;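 active = more than half of replicate wells score below -50%, meaning over 50% inhibition versus plate controls; inconclusive = some replicates but at most half score below -50%; inactive = no replicate scores below -50%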;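 also: 0% = median DMSO wells and -100% = median GW8510 positive control wells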
Target sequence (P49841 whole entry, looked up): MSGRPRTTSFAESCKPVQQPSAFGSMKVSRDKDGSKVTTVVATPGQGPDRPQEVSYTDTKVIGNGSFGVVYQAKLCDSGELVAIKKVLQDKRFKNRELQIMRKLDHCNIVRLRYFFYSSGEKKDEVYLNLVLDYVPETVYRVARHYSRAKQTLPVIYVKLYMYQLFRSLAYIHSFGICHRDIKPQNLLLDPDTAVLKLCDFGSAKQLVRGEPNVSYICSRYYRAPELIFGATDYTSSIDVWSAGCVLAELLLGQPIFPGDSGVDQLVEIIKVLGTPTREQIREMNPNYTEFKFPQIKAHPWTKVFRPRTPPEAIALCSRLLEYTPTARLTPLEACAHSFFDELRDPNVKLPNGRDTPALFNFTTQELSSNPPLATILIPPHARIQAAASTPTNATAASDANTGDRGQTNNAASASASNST
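Test system – GST-tagged human GSK3beta kinase, cell-free · Incubation – 60 min enzyme reaction, room temperature · Signal – ADP-Glo luminescence · Also added – peptide substrate and ATP at 25 µM · Controls – DMSO neutral wells and GW8510 at 20 µM as positive · Buffer or medium – Tris/MgCl2 kinase buffer · Measure – Luminescence-derived activity versus plate DMSO and GW8510 wells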
HSF1 inhib: HSF1 inhibition | NIH3T3-HGL HSE-luciferase, MG132-induced, luminescence 8 h; stronger effect = lower value | activity change, negative = inhibition, % at 7.5 µM (by protocol) | 0.77% of 300,000 active | AID 2098;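 active = more than half of replicate wells show activity change below -50%, luminescence cut by over half; inconclusive = some wells, but at most half, below -50%; inactive = no replicate well below -50%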;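 also: luciferase reports HSF-1 transcriptional activity via heat shock element; 0% = median of DMSO wells and -100% = zero luminescence signal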
HIF activator: HIF pathway transcriptional activation; U2OS HRE-luciferase reporter, luminescence; normalized: DMSO 0%, desferrioxamine 100%; activation, % at 7.5 µM (by protocol); 0.32% of 300,000 active;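 active = mean activation of at least 10% of the iron chelator positive control signal, with at least half of replicates also reaching 10%; inconclusive = mean and replicate majority disagree about reaching 10%; inactive = mean and most replicates under 10%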
An asterisk follows results filed as active. Random draw from the library. Share with any hit: about 4.7%.

`CCOC(=O)c1c(-c2ccccc2)csc1NC(=O)CSc1nnnn1C` gave IEC-6 cytotox -8, aSyn UTR inh 31, HSP90 inh 0, HSF1 activator 1, AI-2 QS mod 29, GSK3 alpha inh 2, KLF5 inh -15, GSK3B inh -3, HSF1 inhib -4 and HIF activator -0.3.
Screening O=C(Nc1cccnc1)c1ccccc1O returned IEC-6 cytotox -6, aSyn UTR inh -29, HSP90 inh 7, HSF1 activator -8, AI-2 QS mod 12, GSK3 alpha inh 1, KLF5 inh -25, GSK3B inh -5, HSF1 inhib 2 and HIF activator 0.5.
For CC(=O)NS(=O)(=O)c1ccc(NC(=O)c2ccc(Cl)cc2[N+](=O)[O-])cc1 the results were IEC-6 cytotox -1, aSyn UTR inh 0, HSP90 inh 2, HSF1 activator -6, AI-2 QS mod 22, GSK3 alpha inh -2, KLF5 inh -21, GSK3B inh 4, HSF1 inhib 3 and HIF activator 0.1.
CCOC(=O)N1CCN(C(=O)c2ccc(CSc3ccc(Cl)cc3)cc2)CC1 was read as IEC-6 cytotox -3, aSyn UTR inh 12, HSP90 inh -1, HSF1 activator -9, AI-2 QS mod 8, KLF5 inh -33, GSK3B inh 0, HSF1 inhib -4 and HIF activator -0.1.
Screening CCOC(=O)N1CCN(C(=O)C2CC(=O)N(c3ccc(C)cc3)C2)CC1 (stereo not drawn) returned aSyn UTR inh 17, HSF1 activator 3, AI-2 QS mod 25, GSK3 alpha inh 0, GSK3B inh 2, HSF1 inhib -5 and HIF activator -1.2.
CC(C)c1ccc(S(=O)(=O)N2CCN(C(=O)c3cc([N+](=O)[O-])ccc3N3CCOCC3)CC2)cc1 was read as IEC-6 cytotox -2, aSyn UTR inh 5, HSP90 inh -3, HSF1 activator -7, AI-2 QS mod 17, GSK3 alpha inh 1, KLF5 inh 0, GSK3B inh -1, HSF1 inhib -1 and HIF activator 1.1.
COc1ccc(S(=O)(=O)N(C)c2ccc(C(=O)N3CCCC3)cc2)cc1 was read as IEC-6 cytotox -9, aSyn UTR inh -13, HSP90 inh -1, HSF1 activator 31, AI-2 QS mod 11, GSK3 alpha inh -3, KLF5 inh 2, GSK3B inh 1, HSF1 inhib 2 and HIF activator -0.2.
For Cc1sc(NC(=O)c2ccccc2)c(C(=O)N2CCN(C)CC2)c1C the results were IEC-6 cytotox 2, aSyn UTR inh -15, HSP90 inh -3, HSF1 activator -4, AI-2 QS mod 4, GSK3 alpha inh 0, KLF5 inh -12, GSK3B inh 2, HSF1 inhib -5 and HIF activator 3.9.
For S=C(Nc1cccc(Br)c1)N1CCn2cccc2C1c1cccnc1 (stereo not drawn) the results were IEC-6 cytotox -2, aSyn UTR inh -8, HSP90 inh -5, HSF1 activator 11, AI-2 QS mod 22, GSK3 alpha inh 1, KLF5 inh 9, GSK3B inh 6, HSF1 inhib 3 and HIF activator -0.5.
Screening C/C(=N\NC(=O)c1ccccn1)c1ccc(C(=O)O)s1 returned IEC-6 cytotox 6, aSyn UTR inh -17, HSP90 inh 2, HSF1 activator 42, AI-2 QS mod 54, GSK3 alpha inh 5, KLF5 inh -178, GSK3B inh 2, HSF1 inhib 18 and HIF activator 1.0.
`COC(=O)c1ccc2c(=O)n(CCN3CCOCC3)c(SCC(=O)Nc3ccc(C)cc3)nc2c1` gave IEC-6 cytotox 0, aSyn UTR inh -33, HSP90 inh 6, HSF1 activator 3, AI-2 QS mod 19, KLF5 inh -26, GSK3B inh -3, HSF1 inhib 1 and HIF activator 0.4.
`Cc1ccc(C(=O)CSc2nnc(-c3ccco3)n2Cc2ccccc2)cc1` gave IEC-6 cytotox -8, aSyn UTR inh -97, HSP90 inh -2, HSF1 activator 24, AI-2 QS mod 17, GSK3 alpha inh -1, KLF5 inh -28, GSK3B inh 2, HSF1 inhib 11 and HIF activator 5.7.
For COc1cc(/C(C)=N/NC(=O)c2nnn(-c3nonc3N)c2-c2cccs2)ccc1O the results were IEC-6 cytotox 4, aSyn UTR inh 5, HSP90 inh -1, HSF1 activator -8, AI-2 QS mod -2, GSK3 alpha inh -1, KLF5 inh -6, GSK3B inh -2, HSF1 inhib -11 and HIF activator 0.4.
For COc1ccc(N2CCN(Cc3nc(-c4ccccc4)no3)CC2)cc1 the results were IEC-6 cytotox -8, aSyn UTR inh -7, HSP90 inh -3, HSF1 activator 25, AI-2 QS mod -1, GSK3 alpha inh -2, KLF5 inh -26, GSK3B inh -1, HSF1 inhib 8 and HIF activator -0.5.
Cc1cc(-c2nc3ccccc3o2)c2ccccc2n1 was read as IEC-6 cytotox 4, aSyn UTR inh -31, HSP90 inh 6, HSF1 activator 7, AI-2 QS mod 15, GSK3 alpha inh 0, KLF5 inh -1, GSK3B inh 1, HSF1 inhib -3 and HIF activator 0.0.
For COC(=O)c1[nH]c2ccccc2c1NC(=O)CCN1CCN(C2CCCCC2)CC1 the results were IEC-6 cytotox 3, aSyn UTR inh 12, HSP90 inh -3, HSF1 activator -12, AI-2 QS mod 16, KLF5 inh 1, GSK3B inh -1, HSF1 inhib -1 and HIF activator 0.7.
For CCOc1ccccc1C1C(C(N)=O)=C(C)Nc2nc(CCCO)nn21 (stereo not drawn) the results were IEC-6 cytotox 5, aSyn UTR inh -1, HSP90 inh 1, HSF1 activator 9, AI-2 QS mod 9, KLF5 inh -2, GSK3B inh 2, HSF1 inhib -9 and HIF activator 0.3.
Screening COc1ccc(-c2csc(-n3cccn3)n2)cc1 returned IEC-6 cytotox 1, aSyn UTR inh -153, HSP90 inh -3, HSF1 activator 61*, AI-2 QS mod 18, GSK3 alpha inh 2, KLF5 inh -124, GSK3B inh 3, HSF1 inhib 29 and HIF activator 2.5.
COc1cc(NC(=O)CCc2nnc3ccc(N4CCOCC4)nn23)cc(OC)c1OC was read as IEC-6 cytotox -8, aSyn UTR inh 11, HSP90 inh -4, HSF1 activator 24, AI-2 QS mod 34, GSK3 alpha inh 0, KLF5 inh -19, GSK3B inh -6, HSF1 inhib 10 and HIF activator 0.8.
OCCC1CN(Cc2c(F)cccc2Cl)CCN1C1CCCCC1 (stereo not drawn) was read as IEC-6 cytotox 0, aSyn UTR inh 6, HSP90 inh 1, HSF1 activator 18, AI-2 QS mod -20, GSK3 alpha inh -2, KLF5 inh -14, GSK3B inh -2, HSF1 inhib 5 and HIF activator -0.3.
Screening CCN(CC)C(=O)c1sc2nc(-c3ccccn3)[nH]c(=O)c2c1C returned aSyn UTR inh 10, HSF1 activator 7, AI-2 QS mod 17, GSK3 alpha inh -3, GSK3B inh 2, HSF1 inhib -2 and HIF activator 0.0.
For CC(C)CN1CCC(=O)N(CCC#N)CC1 the results were IEC-6 cytotox 6, aSyn UTR inh -4, HSP90 inh -8, HSF1 activator 3, AI-2 QS mod 19, GSK3 alpha inh -4, KLF5 inh -15, GSK3B inh 3, HSF1 inhib -3 and HIF activator 1.1.
For COc1ccc(C(=O)OCCNC(=O)c2ccncc2)cc1OC the results were IEC-6 cytotox 1, aSyn UTR inh 2, HSP90 inh 0, HSF1 activator -8, AI-2 QS mod 30, KLF5 inh -40, GSK3B inh 2, HSF1 inhib 6 and HIF activator -0.1.
Oc1c(C(c2ccccc2Cl)N2CCCC2)ccc2cccnc12 (stereo not drawn) was read as IEC-6 cytotox 12, aSyn UTR inh 97*, HSP90 inh 12, HSF1 activator -1, AI-2 QS mod inconclusive, GSK3 alpha inh -2, KLF5 inh 73*, GSK3B inh -1, HSF1 inhib -6 and HIF activator 59*.
Screening C=CCOc1ccc2ccccc2c1/C=N/O returned IEC-6 cytotox -6, aSyn UTR inh 8, HSP90 inh 1, HSF1 activator 4, AI-2 QS mod 9, GSK3 alpha inh -1, KLF5 inh -22, GSK3B inh -1, HSF1 inhib -4 and HIF activator -0.7.
`Cc1nc2nc(C)c(CCC(=O)O)c(C)n2n1` gave IEC-6 cytotox 1, aSyn UTR inh 14, HSP90 inh 1, HSF1 activator -13, AI-2 QS mod 1, GSK3 alpha inh 2, KLF5 inh -15, GSK3B inh -1, HSF1 inhib -4 and HIF activator -0.6.
`Cc1cc(C)n(C2=NS(=O)(=O)c3ccccc32)n1` gave IEC-6 cytotox -7, aSyn UTR inh 7, HSP90 inh -3, HSF1 activator -2, AI-2 QS mod 31, GSK3 alpha inh -1, KLF5 inh -26, GSK3B inh 0, HSF1 inhib -4 and HIF activator 0.4.
For CC1CCCCN1C(=O)CSc1nnc(-c2cccnc2)n1C1CCCCC1 (stereo not drawn) the results were IEC-6 cytotox 2, aSyn UTR inh 1, HSP90 inh 3, HSF1 activator -6, AI-2 QS mod 17, GSK3 alpha inh 0, KLF5 inh -19, GSK3B inh 1, HSF1 inhib 0 and HIF activator 0.3.
Screening CCOC(CNC(=O)c1cccn2c(=O)c3c(C)c(C)sc3nc12)OCC returned IEC-6 cytotox -6, aSyn UTR inh -13, HSP90 inh 2, HSF1 activator -1, AI-2 QS mod 15, GSK3 alpha inh 0, KLF5 inh -4, GSK3B inh -3, HSF1 inhib 0 and HIF activator -4.2.
`CCCCN(C(=O)/C=C/c1ccco1)c1c(N)n(Cc2ccccc2)c(=O)[nH]c1=O` gave IEC-6 cytotox -3, HSP90 inh -4, AI-2 QS mod -1, GSK3 alpha inh -1, KLF5 inh 7 and GSK3B inh 2.
`COc1cccc2[nH]c3c(N4CCC5(CC4)OCCO5)ncnc3c12` gave IEC-6 cytotox 5, aSyn UTR inh 13, HSP90 inh -2, HSF1 activator -8, AI-2 QS mod 1, GSK3 alpha inh 0, KLF5 inh 16, GSK3B inh -6, HSF1 inhib -7 and HIF activator 0.4.
`COC(=O)[C@@H](Cc1ccccc1)NC(=O)[C@H]1CCC(=O)N1C(=O)OCc1ccccc1` gave IEC-6 cytotox -2, aSyn UTR inh 3, HSP90 inh -3, HSF1 activator 11, AI-2 QS mod 20, GSK3 alpha inh -1, KLF5 inh 10, GSK3B inh -3, HSF1 inhib 0 and HIF activator 0.0.
Screening CN(C)CCN1C(=O)c2oc3ccc(Cl)cc3c(=O)c2C1c1cccc(Br)c1 (stereo not drawn) returned IEC-6 cytotox 2, aSyn UTR inh -25, HSP90 inh 1, HSF1 activator 4, AI-2 QS mod 6, GSK3 alpha inh -1, KLF5 inh -8, GSK3B inh 2, HSF1 inhib -1 and HIF activator -0.7.
`CCOc1ccc(-c2cc(CCCC(=O)NCc3ccc(C)cc3)no2)cc1` gave IEC-6 cytotox -1, aSyn UTR inh 81*, HSP90 inh 0, HSF1 activator 2, AI-2 QS mod 27, GSK3 alpha inh -1, KLF5 inh 17, GSK3B inh 1, HSF1 inhib -7 and HIF activator -2.0.
Screening CN(C)CCCOc1cccc(Cl)c1 returned IEC-6 cytotox -4, aSyn UTR inh 21, HSP90 inh 1, HSF1 activator -28, AI-2 QS mod -1, GSK3 alpha inh 2, KLF5 inh -4, GSK3B inh -3, HSF1 inhib -12 and HIF activator 0.2.
